Source: PubChem BioAssay
Growth percent in the NCI-60 one-dose screen (48 h, 10 µM unless noted): 100 = growth as untreated, 0 = no growth, -100 = all killed.
DU-145: DU-145 prostate cancer; actives 4.2% (n = 81,000)
OVCAR-8: OVCAR-8 ovarian cancer; actives 4.4% (n = 81,000)
PC-3: PC-3 prostate cancer cells | actives 3.9% (n = 80,000)
SNB-19: SNB-19 CNS cancer cells; AID 1794751; actives 2.5% (n = 81,000)
OVCAR-3: OVCAR-3 ovarian cancer. actives 7% (n = 79,000)
SF-295: SF-295 CNS cancer cells; actives 5.6% (n = 79,000)
U251: U251 CNS tumor cells | actives 5.4% (n = 80,000) | AID 1794753
SF-268: SF-268 CNS cancer cells; AID 1794759; actives 3.1% (n = 82,000)
SF-539: SF-539 CNS cancer | actives 6.8% (n = 81,000) | AID 1794752
The depositor's hits bear a star; x = no result given; [ ] = dose if it differs, or a comment. The calls were made as follows: active = growth percent below 10; inactive = the rest.

Every second line gives: DU-145	OVCAR-8	PC-3	SNB-19	OVCAR-3	SF-295	U251	SF-268	SF-539
Cn1c(=O)c2nc(CC(=Nc3cccc(C(F)(F)F)c3)c3ccccc3)c(=O)[nH]c2n(C)c1=O
    110.1	101.5	x	99.4	103.0	97.4	97.8	96.2	93.0
Cc1ccc(NC(=O)CCC(=O)NS(=O)(=O)c2ccc(C)cc2)cc1
    113.0	104.6	104.0	96.6	107.9	92.5	100.9	108.4	101.8
O=C1c2c(O)ccc([N+](=O)[O-])c2C(=O)c2c([N+](=O)[O-])ccc(O)c21
    80.2	81.9	96.8	87.9	32.5	96.1	86.4	85.4	80.0
CC(=O)Nc1cccc(-c2ccc(C#N)n2C)c1
    117.1	101.8	92.6	104.8	106.3	93.6	103.0	92.5	102.6
O=C1/C(=C\c2ccc(O)cc2)N=C(c2cnccn2)N1c1cccc2cccnc12
    110.5	91.2	81.5	96.6	97.1	94.8	99.2	97.6	105.8
CC(=O)NC(CO)C(O)c1ccc([N+](=O)[O-])cc1 (configuration not stated)
    110.5	106.0	96.1	109.6	100.0	110.7	98.0	104.6	110.3
COc1ccccc1N=Nc1c(S(=O)(=O)O)cc2cc(NC(=O)Nc3ccc4c(O)c(N=Nc5c(N)ccc6cc(S(=O)(=O)O)ccc56)c(S(=O)(=O)O)cc4c3)ccc2c1O
    109.9	103.9	105.5	110.0	106.4	112.9	104.3	106.0	114.0
CCOC(=O)CCCn1c2c(c(C)c1-c1ccccc1)C1=NC(=O)CN1C(SC)=N2
    108.5	99.1	93.2	106.3	109.9	98.3	102.3	104.6	83.9
COc1ccc(/C=C2/C=C(c3ccc(Cl)c(Cl)c3)OC2=O)cc1
    108.3	102.6	99.0	99.3	105.3	105.2	101.4	98.5	101.3
CCn1c2ccc(Br)cc2c2c3c(c4c5ccccc5ccc4c21)C(=O)NC3=O
    86.7	110.5	104.5	94.1	116.2	101.2	101.9	95.0	99.1
Cc1nc2ccccc2c2nnc(SCC(=O)N(Cc3ccccc3)c3ccccc3)n12
    x	100.4	84.1	102.1	93.4	88.2	98.0	94.6	99.2
N#C/C(=C\c1ccccc1)c1cc2ccccc2[nH]1
    97.5	96.4	86.6	90.2	97.5	77.2	94.8	88.7	101.2
Nc1nc(N)c2c(n1)NC(c1cccc(Nc3ccnc4cc(Cl)ccc34)c1)CC(c1ccc(F)cc1)=N2 (configuration not stated)
    99.8	90.7	81.8	95.3	96.2	91.3	84.0	79.8	100.8
COc1ccc(-c2nc3nonc3[nH]c2=O)cc1
    100.6	105.7	98.4	104.8	101.2	90.6	102.8	93.3	100.4
C=C1CC[C@@H]2[C@](C)(COC(C)=O)[C@H](OC(C)=O)CC[C@@]2(C)[C@@H]1CC(Nc1ccc(S(=O)(=O)Nc2nccc(C)n2)cc1)C1=CCOC1=O (some centres not stated)
    38.5	10.5	41.5	53.6	-45.0*	78.6	14.6	43.2	-62.7*
CCOC(=O)/C(C#N)=C1/C=CCCC1
    119.2	100.9	98.8	108.9	107.0	123.1	101.1	113.1	117.9
C=CC(=O)Nc1cccc(-c2nc(SC)nc(NCCCC)c2C#N)c1
    78.0	58.8	79.3	73.9	81.3	94.5	x	67.5	83.5
COc1cc(Cl)cc(-c2nn(-c3cccc(NC(=O)Nc4cccc(C(F)(F)F)c4)c3)cc2-c2ccncc2)c1
    15.9	-12.3*	-9.9*	16.1	-0.4*	-7.9*	4.6*	27.9	17.0
COC(=O)C1CC2C(Cl)=C(Cl)C1(Cl)C2(Cl)Cl (configuration not stated)
    120.5	107.6	94.7	101.4	122.9	87.4	108.6	120.5	102.8
COc1ccc(NC(=O)c2ccc(NC3=C(c4ccc(OC)cc4)C(=O)N(C)C3=O)cc2)cc1
    97.8	93.9	79.3	98.5	104.7	98.2	92.0	96.4	100.8
CCNCCCn1c2c(c3ccc([N+](=O)[O-])cc3c1=O)C(=O)c1cc(OC)cnc1-2
    2.6*	-37.0*	1.9*	10.6	-33.1*	-1.1*	-73.3*	1.7*	-48.2*
COc1cc(CNC(=O)/C=C/c2ccc3c(c2)OCO3)ccc1OCc1cn(-c2cccc(C(F)(F)F)c2)nn1
    30.0	-9.9*	0.7*	33.1	42.9	-20.7*	-32.9*	39.0	-81.2*
O=C(NN1C(=O)c2ccccc2C1=O)c1ccc(Nc2ncnc3c2cnn3-c2cccc(F)c2)cc1
    113.1	98.6	103.4	95.9	112.0	x	95.6	105.4	97.7
COc1ccc(CCNC(=O)/C(=C\c2ccc3c(c2)OCO3)NC(=O)c2ccccc2)cc1OC
    x	98.8	94.8	102.9	96.3	99.1	96.3	98.1	105.6
O=[N+]([O-])c1ccc(/C=N/Nc2nnc(-c3ccncc3)o2)cc1
    106.2	94.8	92.0	99.8	105.6	102.4	91.9	98.6	94.3
C=C(C)[C@@H]1CC[C@]2(C(=O)NC3CCCCC3)CC[C@]3(C)[C@H](CC[C@@H]4[C@@]5(C)CCC(=O)C(C)(C)[C@@H]5CC[C@]43C)[C@@H]12
    103.7	94.6	60.1	84.2	96.7	97.8	84.9	94.3	96.1
CCOc1cc(Br)cc2cc(C(=O)CSc3nc4ccccc4c(=O)n3-c3ccccc3)c(=O)oc12
    108.0	80.9	80.2	89.1	97.3	92.8	90.2	83.1	100.5
O=C(c1ccc2c(c1)OCO2)C(c1c[nH]c2ccccc12)c1c[nH]c2ccccc12
    105.1	93.7	82.4	91.4	90.4	108.5	97.1	84.9	91.7
COc1cccc(-c2nn(C(C)(C)C)cc2-c2ccnc(NCCNS(=O)(=O)c3ccc(C)cc3)c2)c1
    108.6	107.0	103.7	99.8	112.8	100.5	x	102.7	104.3
CN1CCC(=O)N1
    106.8	110.8	93.8	93.8	105.6	100.2	95.3	105.5	107.6
O=S(=O)(c1ccc(N/N=C\c2cccc3ccccc23)cc1)c1ccc(N/N=C/c2cccc3ccccc23)cc1
    102.5	97.4	84.6	102.2	105.1	x	90.9	90.3	105.0
NC(=O)Nc1ccc(Nc2ccccc2)cc1
    105.3	87.3	98.6	87.0	101.7	97.8	74.8	98.2	92.3
COc1ccc(C#Cc2cc(OC)c3c(c2OC)OCO3)cc1
    98.6	101.7	92.6	95.3	111.3	89.9	105.2	93.1	98.5
CCn1cc(C2NC(=O)c3ccccc3N2)c2cccc(C)c21 (configuration not stated)
    12.2	7.0*	22.0	32.9	-44.9*	3.5*	3.9*	43.2	-49.7*
O=c1[nH]c(=S)c2cnn(-c3ccccc3)c2[nH]1
    113.5	99.0	71.9	98.0	109.4	95.3	88.6	103.2	91.8
Nc1nc2c(c(=O)[nH]1)CN(CCCN1CCN(CCCN3CNc4nc(N)[nH]c(=O)c4C3)CC1)CN2
    114.1	94.3	103.5	102.8	115.9	96.4	98.2	106.1	115.9
CCOC(=O)c1c2c(c(C)n1Cc1ccc(OC)cc1)-c1nc(N)ncc1CC2
    115.5	115.4	x	110.7	103.7	104.5	106.1	110.0	111.9
O=C(N/N=C/c1coc2ccccc2c1=O)c1cc2oc(-c3ccccc3)cc2[nH]1
    93.8	110.2	72.1	92.9	99.8	102.6	97.9	96.2	89.8
Cc1cc(Cl)cc(CN(C)Cc2cc(Cl)cc(C)c2O)c1O
    105.9	94.8	78.9	107.8	104.0	102.3	94.0	102.8	106.7
CC(=O)C1=C(C)OC(N)=C(C#N)C1c1cc2ccccc2n2nnnc12 (configuration not stated)
    104.1	87.6	72.3	90.2	93.0	97.2	94.5	89.1	90.5

Carrying on:
SMILES	DU-145	OVCAR-8	PC-3	SNB-19	OVCAR-3	SF-295	U251	SF-268	SF-539
Cn1cnc([N+](=O)[O-])c1S(=O)(=O)Oc1ccc(Cl)cc1	81.5	76.6	90.8	102.3	-60.3*	94.5	85.4	93.0	81.4
Cc1ccc(-c2nc3ccccn3c2-c2nnc(-c3ccsc3C)o2)cc1	107.1	108.9	x	106.3	116.1	104.8	111.8	x	93.5
Nc1nonc1-n1nncc1-c1ccncc1	109.5	106.9	102.4	101.3	121.1	104.0	100.2	103.6	101.8
CN(C)N=Nc1ccc(-c2ccc(N=NN(C)C)cc2)cc1	64.1	101.5	84.1	99.5	104.7	76.4	97.8	68.7	95.8
CCOC(=O)CSc1nc2ccccc2[nH]1	115.0	98.4	95.1	103.3	x	89.8	95.9	104.0	104.9
O=C1C(N2CCN(c3ccccc3)CC2)=C(Cl)C(=O)c2ncccc21	45.7	73.5	71.9	81.5	x	102.5	79.5	79.4	81.2
Cn1cc(-c2noc(-c3cn(C)c4ncc(Br)cc34)n2)c2ccccc21	100.3	87.0	85.6	97.1	101.4	91.2	104.5	97.8	87.6
Cc1[nH][nH]c(=O)c1C(CC(=O)O)c1cc(=O)oc2ccc(Cl)cc12 (configuration not stated)	113.9	95.2	91.4	107.7	107.3	97.8	95.8	104.6	94.5
COC(=O)C(=O)/C(=C\N1C(=O)CC(=O)NC1=S)C(=O)c1ccc([N+](=O)[O-])cc1	105.6	97.8	92.9	98.9	105.8	108.8	91.0	103.1	107.5
CCSc1nc(N)nc2c1ncn2C1OC(CO)C(O)C1O (configuration not stated)	113.0	98.3	95.4	101.8	107.7	108.9	111.5	101.0	101.4
COc1ccc(-c2cc(NC(=O)Nc3ccccn3)no2)cc1	100.7	102.3	94.4	88.9	111.8	91.1	x	94.9	85.6
COc1ccc(-n2c(NC(=O)N3CCN(C)CC3)c(C#N)c3ccccc32)cc1	41.2	66.8	58.2	52.9	42.6	47.1	41.9	29.1	14.3
O=C(O)C(C(=O)O)C1CCCCC1	112.7	96.6	91.9	99.6	110.8	99.0	95.0	107.0	103.5
O=c1nc2[nH]c3ccc(Br)cc3c2n[nH]1	107.2	98.1	100.6	x	101.1	94.8	86.2	98.5	92.8
CC1CC2=C(CC1CNCCCN(C)C)C(C)(C)CCC2 (configuration not stated)	51.0	59.1	55.9	84.9	80.1	28.0	75.7	74.2	99.2
Brc1ccc2[nH]cc(-c3nonc3-c3c[nH]c4ccccc34)c2c1	44.6	47.0	35.2	63.8	45.4	33.3	43.3	44.9	59.9
CCOC(=O)/C=c1\sc2n(c1=O)NC1C(N=2)N(C)C(=O)N1C (configuration not stated)	108.2	104.6	96.2	99.0	129.0	102.4	109.9	104.0	98.1
COc1ccc2c(c1)C(C)CC(C)(C)N2C(=O)CSc1ccc(-c2nc3cc(C)c(C)cc3[nH]2)cn1 (configuration not stated)	99.9	92.0	62.2	93.2	95.7	83.8	76.3	108.7	90.3
O=C1/C(=C/c2ccc(N3CCCCC3)cc2)Cc2cc3c(cc21)OCO3	99.3	108.7	98.4	100.1	x	98.6	101.9	99.3	96.7
O=c1c2ccccc2n(-c2ccccc2)c2ccccc12	119.0	106.9	100.3	110.3	133.6	108.5	98.9	110.7	103.5
COc1cc(NC(=O)[C@@H]2CCC(=O)N2)cc(OC)c1	108.4	95.5	85.4	95.5	114.2	91.6	90.6	99.2	92.0
CCc1ccc(C2=C/C(=C/c3ccccc3)C(=O)N2CCc2ccc(S(N)(=O)=O)cc2)cc1	115.1	100.1	99.9	93.9	109.5	101.5	99.7	94.0	96.3
N[C@@H](CCC1=NCCN1)C(=O)O	105.8[20 µM]	104.4[20 µM]	96.5[20 µM]	101.0[20 µM]	104.2[20 µM]	99.2[20 µM]	106.2[20 µM]	98.5[20 µM]	93.3[20 µM]
CC(C)=NNc1ccccn1	48.4	29.0	47.1	62.3	18.8	67.6	39.6	43.7	43.5
C=C(C)[C@@H]1CC[C@]2(C(=O)N3CCN(C)CC3)CC[C@]3(C)[C@H](CC[C@@H]4[C@@]5(C)C/C(=C/c6ccco6)C(=O)C(C)(C)[C@@H]5CC[C@]43C)[C@@H]12	84.3	70.7	37.2	80.1	88.1	18.9	60.9	68.9	62.0
Cc1ccc(C(=O)C2C(=O)C3CCC2C3)cc1 (configuration not stated)	120.5	100.0	94.2	95.7	107.4	100.7	x	107.5	106.2
CN1C(=O)/C(=C2/C(=O)N(C)c3ncccc32)c2cccnc21	119.2	88.8	100.1	99.4	132.0	98.9	95.8	102.8	116.8

Four of the compounds above, with each value named.
> Cc1ccc(C(=O)C2C(=O)C3CCC2C3)cc1 (configuration not stated)
- DU-145: 120.5
- OVCAR-8: 100.0
- PC-3: 94.2
- SNB-19: 95.7
- OVCAR-3: 107.4
- SF-295: 100.7
- U251: x
- SF-268: 107.5
- SF-539: 106.2

> N[C@@H](CCC1=NCCN1)C(=O)O
- DU-145: 105.8[20 µM]
- OVCAR-8: 104.4[20 µM]
- PC-3: 96.5[20 µM]
- SNB-19: 101.0[20 µM]
- OVCAR-3: 104.2[20 µM]
- SF-295: 99.2[20 µM]
- U251: 106.2[20 µM]
- SF-268: 98.5[20 µM]
- SF-539: 93.3[20 µM]

> C=C(C)[C@@H]1CC[C@]2(C(=O)N3CCN(C)CC3)CC[C@]3(C)[C@H](CC[C@@H]4[C@@]5(C)C/C(=C/c6ccco6)C(=O)C(C)(C)[C@@H]5CC[C@]43C)[C@@H]12
- DU-145: 84.3
- OVCAR-8: 70.7
- PC-3: 37.2
- SNB-19: 80.1
- OVCAR-3: 88.1
- SF-295: 18.9
- U251: 60.9
- SF-268: 68.9
- SF-539: 62.0

> CN1C(=O)/C(=C2/C(=O)N(C)c3ncccc32)c2cccnc21
- DU-145: 119.2
- OVCAR-8: 88.8
- PC-3: 100.1
- SNB-19: 99.4
- OVCAR-3: 132.0
- SF-295: 98.9
- U251: 95.8
- SF-268: 102.8
- SF-539: 116.8
